RGS4 pot: RGS4 potentiation or activation | HEK293 M3R/inducible RGS4, carbachol calcium flux Fluo4; hits give low values | B-score at 10 µM | hit rate 0.92% among 310,000 | AID 463111;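 active = B-score of the integrated calcium signal more than 4 SD below the library mean, with starting fluorescence not abnormally high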;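 note: negative B-score means reduced calcium response which marks RGS4 activation or potentiation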
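test system = HEK293 cells with stable M3R and inducible RGS4 | schedule = recording 10 s baseline at 1 Hz, 100 s post-agonist | technique = Fluo4-AM (2 µM) calcium-flux fluorescence, kinetic read | measure = Agonist-evoked peak-minus-minimum fluorescence over baseline, integrated ratio, B score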
TRPC4 block: TRPC4 (mouse) channel inhibition. Q9QUQ5. HEK293 TRPC4beta/mu-opioid, DAMGO-evoked Fluo4 calcium flux; hits give low values. B-score at 10 µM. hit rate 0.39% among 300,000;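 active = B-score over 3 SD under the library average, no early fluorescence shift, positive overall ratio signal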
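Test system – stable TRPC4beta/mu-opioid receptor HEK293 cells · Probe or stimulus – DAMGO, a submaximal dose followed by a maximal one · Dosing – one concentration per compound · Signal – Fluo4 calcium fluorescence by kinetic imaging, 5 s 1 Hz baseline · Evaluation – per-well B score of integrated baseline-normalized Fluo4 ratio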
MrgX1 PAM: allosterically activates human MrgX1 receptor signaling; Q96LB2; MrgX1-HEK293, Fluo-4 calcium flux, FDSS; hits give high values; B-score at 10 µM; hit rate 0.63% among 310,000; AID 588675;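 active = plate-corrected calcium response at least 3 library SD above typical, normal starting fluorescence, not activating the receptor alone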;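 note: compound read alongside a low EC10 to EC30 dose of BAM8-22 agonist; peak minus trough fluorescence over baseline measured at the second addition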
Target sequence (Q96LB2 whole entry, looked up): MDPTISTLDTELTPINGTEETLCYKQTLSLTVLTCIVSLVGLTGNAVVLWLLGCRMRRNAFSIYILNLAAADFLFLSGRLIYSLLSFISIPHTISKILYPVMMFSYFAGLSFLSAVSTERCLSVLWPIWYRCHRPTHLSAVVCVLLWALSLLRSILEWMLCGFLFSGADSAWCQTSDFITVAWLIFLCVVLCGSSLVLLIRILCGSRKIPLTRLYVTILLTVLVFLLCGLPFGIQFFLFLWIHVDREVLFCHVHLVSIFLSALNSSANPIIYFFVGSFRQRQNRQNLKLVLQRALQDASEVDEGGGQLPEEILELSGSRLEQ
MrgX1 agonist: agonists of human MrgX1 receptor. Q96LB2. MrgX1-HEK293 cells, Fluo-4 calcium fluorescence, agonist mode; hits give high values. B-score at 10 µM. hit rate 0.44% among 310,000. AID 588627;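 active = calcium response B-score plate-corrected fluorescence ratio at least 3 library SD, with starting fluorescence B-score inside 5 SD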
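Assay system: stable human MrgX1 HEK293 cell line. Quantity: 15,000 cells per well. Schedule: cells plated overnight, dye loaded 0.5 h 37 °C, 0.5 h room temperature. Detection: Fluo-4 NW calcium-flux fluorescence, kinetic read. Read-out basis: peak-minus-minimum fluorescence over baseline, converted to B scores. Control set: positive and negative control wells on each plate.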
RGS4 block: inhibitors of human RGS4; P49798; hit rate 0.45% among 310,000; B-score at 10 µM; AID 463165; HEK293 M3R/RGS4 inducible, Fluo-4 calcium flux; hits give high values; triggered by carbachol at its EC20;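 active = B-score, a plate-corrected calcium signal, over three deviations above library mean, with baseline fluorescence within five deviations of library mean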;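 note: RGS4 expression induced by doxycycline in cells with stable M3 receptor; B-score is computed from the integrated fluorescence ratio over baseline after carbachol; higher B-score means a larger calcium signal and so more RGS4 inhibition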
Target sequence (P49798 whole entry, looked up): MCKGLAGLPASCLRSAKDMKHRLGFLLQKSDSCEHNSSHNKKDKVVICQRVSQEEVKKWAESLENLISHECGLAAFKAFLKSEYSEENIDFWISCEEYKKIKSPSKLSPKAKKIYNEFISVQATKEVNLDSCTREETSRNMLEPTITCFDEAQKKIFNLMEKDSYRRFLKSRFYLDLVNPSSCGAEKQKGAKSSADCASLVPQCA
SKKanGAS inh: blocks kanamycin growth of S. pyogenes SKKanGAS strain. inhibition, % at 7.5 µM. BacTiter-Glo, 6 h. hit rate 1.3% among 300,000;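 active = mean replicate score, as percent of positive control median, at least 50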;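 note: strain carries kanamycin resistance gene driven by streptokinase promoter and grows in 40 µg/ml kanamycin; loss of luminescence reflects streptokinase promoter inhibition or plain growth inhibition; 0% = median of DMSO wells and 100% = positive control at its reference dose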
TRPC6 inh: mouse TRPC6 channel inhibition | HEK293-TRPC6, membrane potential dye, ACh-evoked depolarization; hits give low values | hit rate 1.1% among 310,000 | Q61143 | AID 2553 | B-score at 10 µM;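 active = B-score under library mean minus 3 SD, initial fluorescence not abnormally high, positive integrated signal ratio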;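 note: B-score derived from integrated fluorescence ratio over the kinetic read; more negative B-score means stronger inhibition of depolarization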
Platelet DG rel: modulates dense granule release in human platelets; AID 1663; inhibition, %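 (compounds screened at 7.5 µM in platelet-rich plasma)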; hit rate 0.22% among 300,000; human platelet-rich plasma, SFLLRN dense granule ATP release, luminescence;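 active = mean replicate score, as percent of positive control, at or above 50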
TRPC6 act: mouse TRPC6 channel activation; Q61143; HEK293-TRPC6 membrane potential dye fluorescence; hits give high values; B-score at 10 µM; hit rate 0.13% among 310,000;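 active = B-score of the integrated fluorescence ratio above library mean plus 3 SD, and starting fluorescence ratio within library mean plus 5 SD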;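 note: higher score means more depolarization so channel activation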
MrgX1 antagonist: antagonists of human MrgX1 receptor; Q96LB2; MRGX1-HEK293 calcium flux, Fluo-4, BAM8-22 antagonism; hits give low values; B-score at 10 µM; hit rate 1.3% among 310,000;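 active = calcium-response B-score plate-corrected more than 3 library SD below zero, starting fluorescence within 5 deviations, no agonist response on first addition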;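 note: peak minus trough fluorescence over baseline after final BAM8-22 challenge near maximal dose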
HIF act: HIF pathway transcriptional activation. U2OS HRE-luciferase reporter, luminescence; normalized: DMSO 0%, desferrioxamine 100%. hit rate 0.32% among 300,000. activation, % at 7.5 µM (by protocol). AID 1910;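 active = mean activation of at least 10% of the iron chelator positive control signal, with at least half of replicates also reaching 10%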
Numbers without * were called inactive; i = inactive; nt = not tested or not shown.

Compound,HIF act,RGS4 block,MrgX1 antagonist,TRPC6 act,RGS4 pot,TRPC6 inh,MrgX1 PAM,Platelet DG rel,SKKanGAS inh,MrgX1 agonist,TRPC4 block
CN(Cc1cccs1)C(=O)COC(=O)CNC(N)=O,-0.5,i,i,i,i,i,i,3,-5,i,i
CCC(CC)NC(=O)COC(=O)c1cc(SC)ccc1Cl,-0.9,i,i,i,i,i,i,5,2,i,i
CC(C)CC(=O)Nc1cc([N+](=O)[O-])ccc1Cl,0.2,i,i,i,i,i,i,-6,-10,i,i
COC(C/C=C\[C@@H](O)[C@H](C)OCc1ccccc1)OC,-0.6,i,i,i,i,i,i,-3,-8,i,i
CCOC(=O)C1=C(CC)Nc2ccccc2N/C1=N\S(=O)(=O)c1ccc(C(=O)OCC)cc1,-0.2,i,i,i,i,i,i,-2,6,i,i
CNCCOc1nc(N2CCOCC2)nc(C)c1[N+](=O)[O-],-0.1,i,i,i,i,i,i,13,-16,i,i
CC1CCCCC12NC(=O)N(Cn1nnc3ccccc3c1=O)C2=O (centres undefined),-0.1,i,i,i,i,i,i,-9,-2,i,i
Cc1nc2ccc(S(=O)(=O)NCC(=O)N3CCOCC3)cc2s1,0.1,i,i,i,i,i,i,1,-1,i,nt
COc1ccc(S(=O)(=O)N2CCc3ccccc32)cc1C(=O)NCCc1ccccn1,-0.3,i,i,i,i,i,i,2,2,i,i
N/C(=N\OC(=O)c1csnn1)c1ccc(C(F)(F)F)cc1,1.1,i,i,i,i,i,i,0,0,i,i
COc1ccc(C(=O)Nc2ccccc2-c2nnn(CC(=O)Nc3ccc4c(c3)OCCO4)n2)cc1,-2.4,i,i,i,i,i,i,-3,66*,i,i
CCCCCCCCCOC(=O)C(CC(=O)O)N1CCOCC1 (centres undefined),-0.5,i,i,i,i,i,i,0,-2,i,i
COc1ccccc1Oc1ccc(N2CC(C(=O)OCC(=O)c3ccc(F)cc3)CC2=O)cc1 (centres undefined),-1.5,i,nt,i,i,i,nt,-4,-7,nt,i
CCCC/C(O)=N\S(=O)(=O)c1ccc(N=NN(C)C)cc1,1.8,i,i,i,i,i,i,nt,2,i,i
COc1ccc(C(=O)Nc2ccc(N3CCN(C(C)=O)CC3)cc2)cc1[N+](=O)[O-],-0.4,i,i,i,i,i,i,12,9,i,i
CSC1=NC2(CCCCC2)C2=C(CCCC2)N1,-0.4,i,i,i,i,i,i,-5,1,i,-6*
CC(C)n1c(SCC(=O)N2CCCC2)nc2c1c(=O)n(C)c(=O)n2C,0.1,i,i,i,i,i,i,-3,-5,i,i
Cc1ccc(NC(=O)c2cc(S(=O)(=O)N3CCCCC3)c[nH]2)cc1F,-0.4,i,i,i,i,i,i,-7,-1,i,i
COc1cccc(CNC(=O)CSc2ccc(-c3ccco3)nn2)c1,-0.7,i,i,i,i,i,i,-1,-5,i,i
CC(/C=C/c1ccco1)=N\NC(=O)CNc1cccc(C)c1,-0.6,i,i,i,i,i,i,0,-6,i,i
COC(=O)COc1ccc2occ(C(C)=O)c2c1,nt,i,i,i,i,i,i,3,0,i,i
O=C(O)c1ccc(NC(=S)NC(=O)c2ccc(-c3ccc(Br)cc3)o2)cc1,0.0,i,i,i,i,i,i,5,55*,i,i
CC(C)(C)c1ccc(-c2n[nH]c(=S)n2CC2CCCO2)cc1 (centres undefined),-0.6,i,i,i,i,i,i,-6,-10,i,i
O=C1C2C3C=CC([C@@H]2C(=O)N1c1nccs1)C31CC1 (some centres undefined),-0.3,i,i,i,i,i,i,2,6,i,i
O=C(NCc1ccc(F)cc1)C1CCCN1C(=O)Nc1ccc(F)cc1 (centres undefined),1.1,i,i,i,i,i,i,-4,-1,i,i
CCCCn1cnc2c(=S)nc(N)[nH]c21,0.0,i,i,i,i,i,i,2,-13,i,i
COc1ccc(/C=C(\NC(=O)c2ccccc2Cl)C(=O)NCCCC(=O)O)cc1,0.4,i,nt,i,i,i,nt,-1,-5,nt,i
COc1cccc(NC(=O)Cn2c(=O)n(CCCC(=O)NCc3ccco3)c(=O)c3ccccc32)c1,-0.4,i,nt,i,i,i,nt,4,-21,nt,i
CN1C(C(=O)NCc2ccccc2)CC2Cn3c(nc4cc(Cl)c(Cl)cc43)C21 (centres undefined),0.7,i,i,i,i,i,i,3,10,i,i
CC(C)[C@@H]1CC[C@@H](C)c2c(-c3ccccc3)n[nH]c21,0.0,i,i,i,i,i,i,1,88*,i,i
Cc1ccc2nsnc2c1S(=O)(=O)N1CCN(C)CC1,-20,i,i,i,i,i,i,-3,3,i,i
COCC(=O)Nc1cccc(-c2ccc3nncn3n2)c1,-0.4,i,i,i,i,i,i,12,0,i,i
COc1ccc(NS(=O)(=O)c2ccc3c(c2)CCO3)cc1,0.4,i,i,i,i,i,i,8,4,i,i
CCCCN(C)C(=O)Cc1c(OC)ccc2cc(Br)ccc12,-0.5,i,i,i,i,i,i,11,2,i,i
COc1cccc(-n2nc(C(C)=O)c(C#N)c2-c2ccco2)c1,0.4,i,i,i,i,i,i,-5,-3,i,i
Cn1c(=O)oc2cc(S(=O)(=O)N3CCC(C(=O)NCc4ccccc4Cl)CC3)ccc21,0.0,i,i,i,i,i,i,-11,0,i,i
N=C1C(c2nc3ccccc3[nH]2)=C(O)CN1c1ccc(CC(=O)O)cc1,-1.1,i,i,i,i,i,i,17,9,i,i
O=C(O)C1CC=CCC1C(=O)NCc1cn2ccccc2n1 (centres undefined),-0.5,i,i,i,i,i,i,3,0,i,i
CN(c1cccc(NC(=O)CN(c2ccc(F)cc2)S(C)(=O)=O)c1)S(C)(=O)=O,-1.2,i,i,i,i,i,i,10,5,i,i
O=C1CN=C(Nc2ccccc2Cl)N1Cc1ccc2c(c1)OCO2,0.4,i,i,i,i,i,i,-2,4,i,i
Cc1c(NC(=S)NC(=O)c2ccco2)c(=O)n(-c2ccccc2)n1C,0.0,i,i,i,i,i,i,-6,1,i,i
O=C(CNc1cccc2ccccc12)N/N=C/c1ccc(C(=O)O)cc1,-0.1,i,i,i,i,i,i,-3,3,i,i
Cc1nn(-c2ccccc2)c2sc(C(=O)n3cccn3)cc12,0.4,i,i,i,i,i,i,7,-3,i,i
S=c1[nH]nc(-c2cccnc2)n1/N=C/c1cccs1,-0.1,i,i,i,i,i,i,2,9,i,i
O=S(=O)(NCCN1CCOCC1)c1ccc2c(c1)OCCO2,0.1,i,i,i,i,i,i,2,18,i,i
Cc1snc(SCc2c(F)cccc2Cl)c1C#N,-0.8,i,i,i,i,i,i,2,45,i,i
COc1ccc(CCNC(=O)c2ccc(OCC(=O)N3CCOCC3)c(OC)c2)cc1,0.1,i,i,i,i,i,i,-2,0,i,i
CN(CCO)c1nc(N)c2c(N)nc3c(c2c1C#N)CC(=O)N3Cc1cccs1,-0.2,i,i,i,i,i,i,1,28,i,i
COc1ccc(F)cc1S(=O)(=O)N1CCN(c2ccccn2)CC1,-0.3,i,i,i,i,i,i,0,-2,i,i
COCCCNC(=O)c1cc(=O)n(Cc2ccc(Cl)cc2)c2ccccc12,-0.1,i,i,i,i,i,i,0,-13,i,i
CCCn1c(=O)c2ccccc2n2c(SCc3nnc(-c4ccccc4Br)o3)nnc12,-0.4,i,i,i,i,i,i,0,-4,i,i
O=C1CC(c2ccco2)CC(O)=C1C=Nc1ccc(Br)cc1 (centres undefined),-0.4,i,i,i,i,i,i,-12,-4,i,i
CC(=O)c1cc(OC(=O)N2CCOCC2)ccc1OC(=O)N1CCOCC1,3.1,i,i,i,i,i,i,-5,1,i,i
Clc1ccc(/C=N/Nc2nnc(Cl)c3ccccc23)cc1,3.0,i,i,i,i,i,i,3,7,i,i
CC(C)C(=O)N1N=C2CCCCC2C1(O)C(F)(F)F (centres undefined),0.2,i,i,i,i,i,i,1,2,i,i
CCC(C)[C@H]1CN=C(N)N1CCc1cccc2ccccc12 (some centres undefined),-0.4,i,i,i,i,i,i,-7,9,i,i

Continuation:
Compound,HIF act,RGS4 block,MrgX1 antagonist,TRPC6 act,RGS4 pot,TRPC6 inh,MrgX1 PAM,Platelet DG rel,SKKanGAS inh,MrgX1 agonist,TRPC4 block
NC(=O)N/N=C/c1cn(CC(=O)Nc2ccc(F)cc2)c2ccccc12,0.5,i,i,i,i,i,i,-2,22,i,i
COc1ccccc1OCc1ccc(C(=O)N2N=C(C(F)F)CC2(O)C(F)F)o1 (centres undefined),-0.2,i,i,i,i,i,i,-3,-16,i,i
COc1cc2[nH]c(=S)n(Cc3ccc(F)cc3)c(=O)c2cc1OC,-0.4,i,i,i,i,i,i,-4,-8,i,i
COc1ccc(CCNc2c(C=O)c(=O)[nH]c3ccccc23)cc1OC,-13,i,i,i,i,i,i,-4,0,i,i
O=C(Nc1ccccc1)c1sc(Cl)nc1-c1ccccc1,-0.7,i,i,i,i,i,i,7,5,i,i
O=[N+]([O-])c1ccc(C2CC(c3ccccc3)=Nc3ccccc3S2)cc1 (centres undefined),2.1,i,i,i,i,i,i,5,-2,i,i
CN(C)c1ccc(NC(=O)CSc2nnc(C3CCCCC3)n2N)cc1,0.8,i,i,i,i,i,i,-25,2,i,i
O=C(c1c[nH]c2ccc(S(=O)(=O)N3CCC4(CC3)OCCO4)cc2c1=O)N1CCOCC1,-0.3,i,nt,i,i,i,nt,-2,0,nt,i
CC(C)C(=O)Nc1ccccc1N1CCN(C(=O)c2ccccc2)CC1,-0.2,i,i,i,i,i,i,-4,2,i,i

Compound activity: PubChem BioAssay, several laboratories
